DAX1 inh-1 – DAX1 (NR0B1) inhibition, primary screen; HEK293T StAR-luciferase reporter, SF-1/DAX-1 repression relief; 1.1% of 370,000 active; inhibition, % at 6.8 µM; AID 652010;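 active means inhibition above the mean over all tested compounds plus 3 SD, cut at about 3.6% in these data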;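 further: 0% = DAX-1 cells with DMSO and 100% = cells lacking DAX-1 with DMSO; higher inhibition means more luminescence from relief of DAX-1 repression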
hcDAF12 agonist – activators of H. contortus DAF-12 nuclear receptor; HEK293 hcDAF-12 lit1-tk-luc reporter, luminescence; 0% DMSO, 100% Δ7-dafachronic acid; activation, % at 6.8 µM; 1.4% of 370,000 active; AID 652067;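 active means activation above the mean of all tested compounds plus 3 SD, cut at about 5.5% in these data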;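 further: 100% = response to 3 µM Δ7-dafachronic acid high control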
ADAM17 inh – inhibits human ADAM17; P78536; recombinant ADAM17, EDANS/DABCYL FRET peptide cleavage; inhibition, % at 6.95 µM; 0.83% of 370,000 active; AID 720648;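 active means inhibition above the mean of compounds lying between control limits plus 3 SD, set per campaign, cut at about 8.5% in these data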;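 further: 0% = DMSO-only wells as the low control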
PLCg1 inh – PLC-gamma1 (human) inhibition, primary screen. P19174. purified PLC-gamma1, fluorogenic substrate, fluorescence. inhibition, % at 12.2 µM. 0.84% of 370,000 active; in the data active means inhibition above about 9.5%
PLCb3 inh – blocks human PLC-beta3 enzyme activity | Q01970 | inhibition, % at 12.2 µM | AID 720704 | 0.18% of 370,000 active | Purified PLC-beta3, fluorogenic substrate, fluorescence; in the data active means inhibition above about 11%;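 further: 0% = median of compound wells on plate and 100% = full blocker control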
DAX1 inh-2 – NR0B1 (DAX1) inhibition | P51843 | HEK293 Gal4-DAX1 luciferase reporter, luminescence | inhibition, % at 6.75 µM | 0.99% of 340,000 active | AID 504766;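 active means inhibition above the mean over all tested compounds plus 3 SD, cut at about 4.2% in these data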;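 further: 0% = DAX1-transfected cells with DMSO and 100% = empty-vector control cells with DMSO; inhibition shows as a rise in luminescence from relieved DAX1 repression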
ssDAF-12 act – S. stercoralis DAF-12 activation, primary screen. HEK293 ssDAF-12/GRIP1 lit1-tk-luc reporter, luminescence; % of 3 µM dafachronic acid response. AID 652126. 1% of 370,000 active. activation, % at 6.8 µM;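 active means activation above the mean over all tested compounds plus 3 SD, cut at about 0.9% in these data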;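 further: 0% = DMSO-only wells and 100% = 3 µM delta7-dafachronic acid wells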
SMARCA2 act – increases SMARCA2 function in MMTV reporter cells; AID 652017; MG213 cells, MMTV-luciferase reporter, dexamethasone, overnight; activation, % at 9.1 µM; 1% of 370,000 active; in the data active means activation above about 7.8%;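 further: 0% = vehicle wells and 100% = reference activator wells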
hgDAF12 agonist – hgDAF-12 agonism, primary luciferase screen; activation, % at 6.8 µM; 1.8% of 370,000 active; HEK293 GAL4-hgDAF12 UAS-luciferase reporter, agonist luminescence; normalized to butyrate control;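 active means activation above a cutoff set at the mean of all screened compounds plus 3 SD, cut at about 10% in these data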;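 further: 0% = DMSO wells and 100% = sodium butyrate wells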
MBD2 inh – MBD2-methylated oligo binding inhibition | Q9UBB5 | 0.31% of 370,000 active | TR-FRET, MBD2 binding to methylated oligonucleotide | inhibition, % at 4.4 µM; in the data active means inhibition above about 13%
Target sequence (Q9UBB5 whole entry, looked up): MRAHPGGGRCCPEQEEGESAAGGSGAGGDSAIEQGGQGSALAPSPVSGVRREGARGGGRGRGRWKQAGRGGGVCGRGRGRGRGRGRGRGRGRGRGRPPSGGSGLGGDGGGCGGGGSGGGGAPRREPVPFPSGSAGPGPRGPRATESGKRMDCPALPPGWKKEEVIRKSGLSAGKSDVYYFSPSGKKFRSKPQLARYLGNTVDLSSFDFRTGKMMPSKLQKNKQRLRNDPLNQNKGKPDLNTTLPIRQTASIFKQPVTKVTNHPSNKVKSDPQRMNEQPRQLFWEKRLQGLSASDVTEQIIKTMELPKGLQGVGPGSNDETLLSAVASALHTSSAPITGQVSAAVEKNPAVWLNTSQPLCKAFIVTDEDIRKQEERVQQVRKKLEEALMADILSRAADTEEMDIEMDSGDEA
Rev-erbA mod – Rev-erb alpha (human) modulation. P20393. Rev-erbα–FITC-DNA binding, fluorescence polarization, 90 min. activity, % at 10 µM. 0.79% of 370,000 active. AID 1259318;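 active means activity above about 14%, limit read from the data; passing the limit was not always enough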;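 further: 0% = DMSO wells with 35 nM protein and 100% = DMSO wells with 750 nM protein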
Target sequence (P20393 whole entry, looked up): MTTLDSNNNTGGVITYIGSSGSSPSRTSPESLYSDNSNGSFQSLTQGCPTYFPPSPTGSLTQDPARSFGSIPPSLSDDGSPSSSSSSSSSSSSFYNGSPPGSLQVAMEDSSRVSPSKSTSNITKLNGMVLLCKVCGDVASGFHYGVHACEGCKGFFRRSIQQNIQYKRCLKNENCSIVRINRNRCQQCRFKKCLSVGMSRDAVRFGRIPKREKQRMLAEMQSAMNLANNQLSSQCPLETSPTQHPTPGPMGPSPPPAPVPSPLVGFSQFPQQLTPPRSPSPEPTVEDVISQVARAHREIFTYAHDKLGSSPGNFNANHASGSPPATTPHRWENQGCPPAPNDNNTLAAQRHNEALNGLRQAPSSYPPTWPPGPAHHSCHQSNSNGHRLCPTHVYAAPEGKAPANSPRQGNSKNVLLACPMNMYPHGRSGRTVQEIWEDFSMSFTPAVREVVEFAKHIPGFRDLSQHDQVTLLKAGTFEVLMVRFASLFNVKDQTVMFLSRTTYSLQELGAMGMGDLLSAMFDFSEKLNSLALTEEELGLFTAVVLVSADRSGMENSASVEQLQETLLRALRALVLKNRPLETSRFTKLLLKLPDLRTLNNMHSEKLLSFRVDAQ
* = called active by the depositor; / = no result given.

SMILES	DAX1 inh-1	hcDAF12 agonist	ADAM17 inh	PLCg1 inh	PLCb3 inh	DAX1 inh-2	ssDAF-12 act	SMARCA2 act	hgDAF12 agonist	MBD2 inh	Rev-erbA mod
CC1CCN(S(=O)(=O)N2CCC(C(=O)NC3CCCC3)CC2)CC1	0.0	-1.4	2	2	4	0.6	-1.9	4	2.3	1	3
Cc1ccccc1CN(C)CCc1ccccn1	0.5	0.1	3	2	0	1.4	-0.4	0	0.5	-1	-3
O=C(c1cc(=O)[nH]c2ccccc12)N1CCN(Cc2ccc3c(c2)OCO3)CC1	-1.0	-1.6	-18	-18	-18	-0.3	-1.2	-1	0.3	1	-7
Cc1ccc(S(=O)(=O)NC(=O)Nc2ccc(OC(F)F)cc2)cc1	0.1	-0.9	-3	0	0	/	-2.1	1	1.3	-4	3
CC(C)(C)OC(=O)N1CCC(C(=O)N2CCCCCC2)CC1	0.4	-0.5	-1	0	3	-0.5	-1.1	-1	-2.3	-6	0
Cn1ncc(Br)c1NC(=O)Nc1ccc(OC(F)(F)F)cc1	1.1	-0.5	1	6	-5	1.1	-1.0	0	-0.4	1	-3
Cc1cccc(N2CCN(C(=O)NC3CCCCC3)CC2C)c1 (stereo unspecified)	-0.5	-1.6	-2	2	-1	-2.2	-1.2	2	-2.4	-2	2
O=C(Nc1ccc(N2CCCCC2)c(C(=O)O)c1)c1ccco1	0.2	1.1	-4	0	-1	1.1	-1.4	-4	1.8	3	-4
CN(C)S(=O)(=O)c1cccc(NC(=O)COc2ccccc2C(=O)NCc2ccccc2)c1	-0.4	-1.4	-1	0	-7	0.8	-0.9	-1	4.1	0	-6
CCc1n[nH]c(=S)n1/N=C/c1ccc(NC(C)=O)cc1	1.1	-0.2	0	1	-5	-1.5	-1.1	-2	-0.2	0	2
Nc1scc(-c2ccncc2)c1Cl	0.8	-0.6	-6	4	3	0.3	-0.8	4	4.2	7	-2
Cc1ccccc1C(=O)NC(CC(C)C)C(=O)OCc1cc(=O)n2cc(Br)ccc2n1 (stereo unspecified)	2.9	3.6	-6	-15	-18	1.6	-0.6	9.4*	14*	-1	1
S=C(Nc1ccc(Cl)c(Cl)c1)Nc1nnc(-c2ccncc2)s1	/	-0.5	-35	-13	-17	/	-1.1	/	0.7	10	-24
CC(=O)Nc1ccc(NC(=O)Cc2ccc(-c3ccccc3)cc2)cc1	0.0	-2.1	-3	3	-5	0.8	-0.7	-2	0.8	3	1
Cc1ccc(S(=O)(=O)NC2=NCN(Cc3cccnc3)CN2)cc1	-1.0	-1.3	1	4	0	-0.1	-1.4	-2	-0.1	0	5
Cc1ccccc1Cn1cnc2c(oc3ccccc32)c1=O	0.0	0.9	-1	2	-5	1.2	-0.8	-2	-2.8	-3	9
Clc1ccccc1CSC1=NCCCN1	-0.4	0.7	-5	0	-1	0.6	-0.5	0	-2.1	5	2
Cc1ccc(C(=O)OC/C(O)=C(\C#N)c2nc3ccccc3[nH]2)cc1S(=O)(=O)N1CCOCC1	0.3	2.3	-4	-14	-18	-1.8	-1.1	0	2.1	2	-4
CCC1CCCCN1C(=S)NC(=O)c1ccc(F)c(S(=O)(=O)N2CCOCC2)c1 (stereo unspecified)	0.1	-0.8	-1	-4	-5	0.5	-1.6	-1	-4.4	0	-1
COc1ccc(N2CCN(CC(=O)Nc3ccccc3C(=O)NC(C)c3ccccc3)CC2)cc1 (stereo unspecified)	-0.4	0.3	-1	-2	0	0.7	-1.0	-3	0.2	-1	-1
Cc1cccc(NS(=O)(=O)c2cccc(C(=O)NCC(c3ccco3)N3CCCCC3)c2)c1 (stereo unspecified)	0.0	-0.2	4	2	1	0.2	-1.5	0	-1.9	2	5
C/C(CCc1ccc2c(c1)OCO2)=N\NC(=O)c1ccccc1	0.1	2.4	-5	7	-6	0.4	2.5*	3	11*	6	-1
COc1cccc(CNC(=O)Cc2ccc(S(=O)(=O)N3CCOCC3)s2)c1	0.1	-1.8	-1	-11	-14	0.8	-1.0	-2	3.3	0	-5
CN(C)CC(CCCCC(CN(C)C)C(=O)c1ccccc1)C(=O)c1ccccc1 (stereo unspecified)	-0.2	-0.3	-7	6	4	-2.6	-1.2	-1	0.1	3	2
CON(C)C(=O)CCN(Cc1ccccc1)C(=O)OC(C)(C)C	-0.2	-2.3	-2	1	-6	-0.2	-1.2	-1	-1.3	3	-9
Cc1c(C(=O)Nc2ccncc2)oc2c1C(=O)CC(C)(C)C2	-0.6	-1.9	7	5	5	-0.8	-1.9	-4	-1.2	2	1
Cc1cc(N2CCN(C)CC2)nc2ccc(NC(=O)CCC(=O)N3CCN(c4ccc([N+](=O)[O-])cc4)CC3)cc12	-1.1	-2.5	-1	0	-6	-1.1	-1.6	-3	-2.3	-6	-10
CC1(C)Cc2cccc(OCC(=O)N3CCN(c4ccc(F)cc4)CC3)c2O1	-0.1	-0.3	-4	0	-5	0.4	-0.1	-1	0.1	-1	2
Cc1cc(C(=O)NN=C(CCC(=O)O)c2cccs2)c(C)o1	0.4	-0.1	1	-5	-16	3.6	-1.1	2	-0.8	-3	4
Cc1oc(-c2ccccc2)nc1CS(=O)CC(=O)NC1CCCCCC1 (stereo unspecified)	-0.1	-1.3	-2	-3	-12	0.6	-1.0	-4	0.7	3	-7
O=C(C[n+]1ccccc1)Nc1ccc(Oc2ccccc2)cc1	0.8	-1.5	-4	1	-5	0.5	-1.8	-5	4.4	-2	-1
COC(=O)[C@@]1(Sc2ccc(C)cc2)CC(=O)N(C(=O)c2ccccc2)[C@@H]1c1ccccc1	-1.7	-1.2	-1	-1	-2	/	0.3	-3	2.1	2	-2
CCN(CC(=O)Nc1ccc(C(=O)Nc2ccc(OC)cc2)cc1)Cc1nc2ccccc2c(=O)[nH]1	0.3	-0.9	-3	1	-5	-0.1	-1.8	0	2.1	2	4
O=C(COC(=O)c1ccccc1Nc1ccccc1F)c1ccccc1	-0.5	-1.2	-1	-5	-7	3.3	-0.9	-2	-0.8	3	-1
CCOc1ccc(S(=O)(=O)N2CCN(S(=O)(=O)c3ccc(C)c(C)c3)CC2)cc1	-0.1	-1.3	-7	-1	-4	3.3	-0.9	-1	-2.1	2	4
CCOc1ccc(NC(=O)COc2ccc(C(=O)NC3CCCc4ccccc43)cc2OC)cc1 (stereo unspecified)	-0.2	1.1	0	0	-3	0.4	-0.8	1	2.3	1	4
Cc1nc2ccccn2c(=O)c1NC(=O)c1ccco1	0.7	-1.1	-5	-23	-30	0.3	-0.5	-4	1.6	3	2
Cc1noc(C)c1C(=O)Nc1nc2ccc(Cl)cc2s1	5.5*	-0.6	-1	-4	-17	0.7	-0.3	0	2.6	-4	1
CCCCOC(=O)c1ccc(NC(=O)/C=C/c2cccs2)cc1	0.1	1.6	8	-24	-33	-1.0	-1.4	2	8.0	-7	3
COc1ccc(C(=O)C2CCCN(Cc3cnc(N4CCCC4)s3)C2)cc1OC (stereo unspecified)	0.2	-2.2	-4	-2	-1	-1.0	-0.8	0	1.5	-3	-1
Cc1cc(C)n2nc(SCC(=O)NC3CCCC(C)C3C)nc2n1 (stereo unspecified)	-0.1	1.0	2	0	0	0.5	-0.4	0	-1.1	4	0
CC(=O)C1=C(O)C(=O)N(c2ccc(S(N)(=O)=O)cc2)C1c1ccccc1F (stereo unspecified)	-0.1	-0.4	-10	-40	-48	3.8	-1.0	0	-0.4	-6	-3
O=c1c2c(nc3nc(NCc4cccc5ccccc45)[nH]n13)CCC2	0.7	0.1	2	3	5	-0.6	-0.4	-4	3.1	2	3
O=C(CSc1ccc(Cl)cc1)NC(=O)c1ccccc1	0.1	-1.2	2	-4	-7	0.2	-1.3	-3	1.6	5	7
O=C(CSc1nc2ccccc2c(=O)n1-c1ccc(F)cc1)Nc1cc(S(=O)(=O)N2CCOCC2)ccc1Cl	-1.1	-0.1	3	1	-3	-1.3	-0.9	-3	-3.7	1	65*
Cc1ccc2[nH]c(=O)c(CN(CCCO)S(=O)(=O)c3cccc4nsnc34)cc2c1	0.4	-1.5	-2	2	0	-0.1	-1.4	-4	-0.3	2	0
COc1ccc(CC(=O)NNC(=O)c2ccc(Br)o2)cc1	0.4	0.0	5	3	-5	-0.6	-0.9	1	0.1	0	2
O=C(NCCN1CCOCC1)Nc1ccc(Cl)cc1	-0.8	0.1	-6	12*	-1	0.8	-0.7	-3	-0.2	0	-2
O=C1NC(=S)N/C1=C/C=C/c1ccccc1	-0.1	-0.3	-1	-7	-8	-0.1	-1.7	3	6.3	-3	4
Cc1ccc(N2CCN(S(=O)(=O)c3ccc4oc(=O)ccc4c3)CC2)cc1Cl	0.1	-1.2	-3	1	-7	-1.4	-1.1	2	1.3	2	1
COc1ccc(CCNC(=O)/C(C#N)=C2\N=C(NC(=O)c3ccco3)c3ccccc32)cc1	-0.4	-1.8	-1	-3	-6	/	-1.8	-2	2.4	-6	4
CCCCn1nnc(NC(=O)CCC)n1	0.2	-1.6	-2	0	4	-1.0	-1.4	1	3.1	-1	1
CCOC(=O)c1ccc(NC(=O)c2ccc(CN3CCc4ccccc4C3)cc2)cc1	-1.8	-3.6	0	3	-9	-4.3	-1.9	-4	-6.8	2	0
O=C(COc1ccc(S(=O)(=O)N2CCCC2)cc1Cl)NCc1ccco1	-0.1	-0.7	-5	1	0	-0.4	-0.6	-2	-0.9	4	7
Cc1c(NC(=O)c2ccc(NC(=O)C3CC3)cc2)cccc1C(=O)O	-0.9	-2.1	-4	0	-5	-0.3	-0.5	-2	-1.6	-5	0
CCOC(=O)C1CCC(CNCc2ccc(Cl)cc2)CC1 (stereo unspecified)	0.6	-1.2	2	3	2	-0.2	-1.4	-2	-2.7	3	-1
NC(=O)NN=C1CCn2cccc21	0.0	0.0	-9	-14	-18	1.1	-1.2	-2	1.4	0	5
COc1ccc(Cl)cc1C(=O)NNC(=O)COC(=O)CCN=C1NS(=O)(=O)c2ccccc21	1.5	-0.1	-2	2	-7	1.6	-0.9	0	2.7	-2	-1
CC(C)Nc1nc(N)c(C(=O)C23CC4CC(CC(C4)C2)C3)s1	0.1	-0.7	-2	2	-7	-1.1	-1.5	-5	-0.1	6	0
O=C(c1cccs1)N1CCCC(N2CCN(c3cccc(C(F)(F)F)c3)CC2)C1 (stereo unspecified)	-4.7	-1.7	-1	2	-3	-0.1	-1.0	-3	-2.0	2	-8

Bioassay records as filed in PubChem.
